Compound activity deposited in PubChem by Broad Institute.
INS-1E GSIS act: GLuc luminescence reporter in INS-1E cells, primary screen for activators of glucose-dependent secretion of insulin | INS-1E GLuc reporter insulin secretion, 2-3 h | activation, % at 16.6 µM | actives 0.61% (n = 370,000) | AID 743287, 2014;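 active means lowest replicate activation of at least 40%, so every replicate reaches that level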;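 further: 0% = median of neutral control wells and 100% = median of IBMX positive control wells; some compounds called inactive have numbers as strong as hits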
LGR2 inh: inhibitors of bursicon-induced LGR2 CRE-luciferase signal, primary screen, cell-based, HEK293, CRE-luciferase reporter, bursicon stimulation; Drosophila bursicon receptor LGR2 (rickets); bursicon-stimulated, 4 h; inhibition, % at 9.99 µM; actives 0.35% (n = 380,000); AID 720647, 2013;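 active means drop in luminescence signal, shown as inhibition above about 50% in the replicate tests, limit read from the data, passing the limit was not always enough; inconclusive means probably only some replicates passing the limit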;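 further: agonist challenge used bursicon conditioned medium at about half maximal strength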
Cneo AK release: Cryptococcus neoformans cell lysis inducers, primary screen, AK release luminescence, single concentration; lysis activity, % at 15 µM; actives 0.2% (n = 360,000); C. neoformans lysis, adenylate kinase release luminescence, 4 h; normalised: neutral wells 0, clomiphene wells 100;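 active means mean lysis activity across replicates of at least 80%, whatever share of replicates individually reach that level; inactive means mean lysis activity below 80%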
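Material: C. neoformans cells; Schedule: 4 h static compound exposure, 37 °C, read 1 h post-reagent; Measured by: adenylate kinase release luminescence; Read-out: signal increase indicating cell lysis; Controls: Clomiphene as positive lysis control.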
PAX8 reporter: inhibitors of PAX8-driven TPO luciferase reporter, primary screen, RMG-I cells, single concentration. AID 652154, 2013. actives 1.2% (n = 360,000). SteadyGlo, 24 h. inhibition, % at 12.6 µM;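 active means mean replicate inhibition at least 60% with every replicate also reaching 60%; inconclusive means only one of the two criteria is met; inactive means mean below 60% and not all replicates reaching 60%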;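 further: luciferase light reporting Pax8 driven TPO promoter activity; plate controls were median of neutral control wells for no effect and mitoxantrone controls for full effect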
PglD DTNB: C. jejuni PglD acetyltransferase inhibitors, primary screen, biochemical, DTNB colorimetric, single point; UDP-N-acetylbacillosamine N-acetyltransferase PglD (Campylobacter jejuni); purified PglD enzyme, DTNB colorimetric CoA detection; inhibition, % at 12.5 µM; actives 0.098% (n = 360,000); in the data active means inhibition above about 16%, passing the limit was not always enough; inconclusive means no clear call, values can overlap the other calls; further: strong numbers were not always called active
C2C12 statin: suppressors of statin myotoxicity in C2C12 myotubes, primary screen, cell-based, single point, plate reader. actives 0.78% (n = 330,000). rescue of ATP level, % at 7.49 µM. C2C12 myotubes + simvastatin, ATP luminescence, 48 h; scaled: DMSO 0, geranylgeraniol control 100;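 active means mean ATP rescue above about 67%, or every replicate alone reaching that limit, limit read from the data, passing the limit was not always enough; inconclusive means no clear call, values can overlap the other calls; inactive means mean under the limit and some replicate under it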;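 further: myotubes were challenged with 10 µM simvastatin during compound exposure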
ARNT TACC3 PPI: disruptors of ARNT/TACC3 protein interaction, primary screen, biochemical, AlphaScreen, single concentration; AlphaScreen His-ARNT PAS-B/GST-TACC3 binding, luminescence; TACC3 fragment carries E629A point mutation; inhibition, % at 9.99 µM; Transforming acidic coiled-coil-containing protein 3 (Homo sapiens), Q9Y6A5; actives 0.66% (n = 390,000);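 active means mean inhibition of replicates at least 50% and at least half of replicates each reaching 50%; inconclusive means half or more replicates reach 50% but mean below 50%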;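 further: 0% = complete ARNT plus TACC3 wells and 100% = ARNT alone without TACC3; many hits fall short of the cut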
PGC1a acetyl inh: inhibitors of PGC1a acetylation signal, primary screen, cell-based, U2OS, AlphaScreen, inhibitor mode; inhibition, % at 15.6 µM; AlphaScreen anti-acetyl-lysine; with virally co-expressed GCN5 acetyltransferase; actives 0.17% (n = 350,000);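 active means every replicate shows inhibition of at least 40%; inconclusive means mean inhibition at least 40% but some replicate below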;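 further: 0% = neutral control wells and 100% = positive control wells; some results beyond the cut were filed as inactive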
The depositor's hits bear a star; ? = inconclusive; / = not tested or not shown.

SMILES	INS-1E GSIS act	LGR2 inh	Cneo AK release	PAX8 reporter	PglD DTNB	C2C12 statin	ARNT TACC3 PPI	PGC1a acetyl inh
CCOC(=O)NC(=S)Nc1cccc(NC(=S)NC(=O)OCC)c1	4	2	/	-7	/	/	-7	?
CC(=O)N(C)C[C@H]1Oc2cc(C#CC3(O)CCCC3)ccc2S(=O)(=O)N([C@H](C)CO)C[C@H]1C	10	-1	-5	/	-1	/	-5	8
Cc1ccc(S(=O)(=O)Nc2ccc3c(c2)nc(CCN2CCCC2)n3C)cc1	-4	3	1	94*	-1	-12	4	4
COc1ccc(Cl)cc1C(=O)NN=C1CCCC1	-5	-11	/	23	/	/	0	/
COc1ccccc1NC(=O)N[C@@H]1C=C[C@@H](CC(=O)NCc2ccc(Cl)c(Cl)c2)O[C@@H]1CO	-3	7	/	9	/	/	/	5
O=[N+]([O-])c1ccc(N2CCN(C(=S)Nc3cccc(F)c3)CC2)cc1	-31	4	-2	1	13	/	11	9
COc1cc(S(=O)(=O)N(Cc2ccccn2)Cc2ccco2)ccc1-n1cnnn1	1	-26	-1	/	-2	2	3	/
Cc1ccc(-n2cccn2)c([C@@H]2C[C@H]3CN(C)C(=O)[C@]34CCCN24)c1	5	2	/	1	/	/	-2	6
COCC(=O)N(C)C[C@H]1Oc2cc(C#C[C@@H](C)O)ccc2S(=O)(=O)N([C@@H](C)CO)C[C@H]1C	-3	1	5	/	0	-1	-4	9
O=C(NCc1ccncc1)C(=O)NCC(c1ccco1)N1CCN(c2ccccc2)CC1 (stereo not given)	-10	1	/	-19	/	/	1	3
COc1ccc(OC(=O)N(C)C[C@@H]2OCc3ccccc3-c3ccccc3C(=O)N([C@H](C)CO)C[C@@H]2C)cc1	6	4	-1	20	0	-11	-7	-12
CC1(C)C2CC=C(/C=N/NC(=O)C3CC3)C1C2 (stereo not given)	0	9	/	-11	/	/	2	-1
CC(NS(C)(=O)=O)C(c1cccs1)N1CCN(c2ccccc2)CC1 (stereo not given)	/	/	-1	/	6	-11	10	-4
Cc1cccc(CN2CCC(CNC(=O)CCNC(=O)Cn3ccc4ccccc4c3=O)CC2)c1	/	/	1	/	0	-13	0	4
Cc1ccc(NC(=O)Nc2ccc3c(c2)C(=O)N(C)[C@@H]2CC[C@@H](CC(=O)O)O[C@H]2CO3)cc1	14	21	4	-23	3	9	-4	-6
CNC[C@H]1Oc2ccc(NC(=O)NC3CCCCC3)cc2CC(=O)N([C@@H](C)CO)C[C@H]1C	-4	-11	4	-24	4	14	14	3
COc1cccc(-n2c(CCn3nc(C)c([N+](=O)[O-])c3C)n[nH]c2=S)c1	2	-5	/	-6	/	/	0	/
CCN1C(=O)[C@H]2[C@@H](c3ccc(-c4ccc5c(c4)OCO5)c(OC)c3)N[C@@](C)(C(=O)OC)[C@H]2C1=O	-24	-28	0	-7	-4	8	3	-11
O=C(NC(c1ccc(F)cc1)c1ccc2ccccc2n1)C1CCN(Cc2ccc(Oc3ccccc3)cc2)CC1 (stereo not given)	-6	-2	12	-4	0	-30	/	-42
CCOC(=O)c1c(C)nn(-c2ncccc2NC(=O)CCC(=O)O)c1C	-2	-1	1	-2	-2	/	/	3
O=C(CC1SC(N2CCCCC2)=NC1=O)Nc1cccc(C(=O)N2CCCC(C(F)(F)F)C2)c1 (stereo not given)	-15	-9	2	13	/	15	1	-5
C=CCc1c(C)nc2c(OC)cccc2c1Cl	10	-20	-1	-3	-1	5	-34	/
Cc1ccc(Cn2c(SCC(=O)NCC3CCCO3)nc3c2c(=O)n(C)c(=O)n3C)cc1 (stereo not given)	9	6	8	5	0	16	-3	9
CC(C)CN(C[C@H]1N[C@H](CO)[C@H]1c1ccccc1)C(=O)CN(C)C	7	2	-1	-8	2	-15	-7	3
Cc1ccccc1CC(=O)NC1CCN(C)CC1	-6	-1	-1	-3	4	8	-8	/
Cc1nn(Cc2ccc(Cl)cc2)c(C)c1N	-4	/	-16	1	4	11	-1	7
Cc1cc(C(=O)CN2C(=O)C3CC=CCC3C2=O)c(C)n1-c1ccccc1 (stereo not given)	/	/	-3	-107	-2	-1	4	-26
COc1cc(CN2C[C@@H](CO)O[C@@H](n3cnc4c(NCc5ccncc5)ncnc43)C2)cc(OC)c1OC	0	1	-1	5	6	0	/	-1
CCCC(CCC)C(=O)Nc1c[nH]c(=O)[nH]c1=O	/	/	0	-7	0	2	-8	/
CCS(=O)(=O)N1CCC(C(=O)NCc2cc(OC)ccc2OC)CC1	-1	-4	-1	/	-2	-12	-11	6
CCNC(=O)/C(=C\c1ccc2c(c1)OCO2)NC(=O)c1ccc(Br)cc1	2	8	-1	/	-4	/	-10	9
Cc1cn([C@H]2C[C@H](O)[C@@H](CNCc3cnc(N4CCOCC4)nc3)O2)c(=O)[nH]c1=O	1	0	2	0	1	-6	/	-4
COc1cccc(C(=O)Nc2cc(C)on2)c1	-2	-31	-1	-140	-5	1	/	-2
O=C(NNC(=O)c1cccs1)c1ccc(Cl)c(S(=O)(=O)N2CCCC2)c1	-11	-7	1	3	9	-11	-34	8
CO[C@@H]1CN(C)C(=O)c2cc(NS(C)(=O)=O)ccc2OC[C@@H](C)N(C(=O)c2ccc3c(c2)OCO3)C[C@@H]1C	0	-1	-2	-11	0	-9	2	4
COc1ccc(C(=O)Nn2c(SCC(=O)NCc3ccccc3)nc3ccccc3c2=O)cc1	/	/	-6	54	-4	/	-4	-4
CCS(=O)(=O)N1Cc2ccccc2CC1C(=O)OCC(=O)Nc1ccc(C)cc1 (stereo not given)	/	/	4	/	3	7	1	0
COc1cc(/C=C2/NC(=O)N(Cc3ccccc3F)C2=O)ccc1Oc1ccc([N+](=O)[O-])cn1	-24	-12	/	5	/	/	-10	-2
N#Cc1ccc(COC(=O)c2cc(=O)c3ccccc3o2)cc1	8	0	/	-3	/	/	23	/
CCCC(=O)Nc1cccc(Oc2ccc3c(c2)C(=O)NC3=O)c1	1	-10	-3	20	5	4	-9	/

Entries of single compounds from above. Order of screens: INS-1E GSIS act, LGR2 inh, Cneo AK release, PAX8 reporter, PglD DTNB, C2C12 statin, ARNT TACC3 PPI, PGC1a acetyl inh
`COc1ccc(Cl)cc1C(=O)NN=C1CCCC1` is entered as -5, -11, /, 23, /, /, 0, /
`CCOC(=O)NC(=S)Nc1cccc(NC(=S)NC(=O)OCC)c1` is entered as 4, 2, /, -7, /, /, -7, ?
`Cc1ccc(Cn2c(SCC(=O)NCC3CCCO3)nc3c2c(=O)n(C)c(=O)n3C)cc1` (stereo not given) is entered as 9, 6, 8, 5, 0, 16, -3, 9
`Cc1nn(Cc2ccc(Cl)cc2)c(C)c1N` is entered as -4, /, -16, 1, 4, 11, -1, 7
`Cc1ccc(NC(=O)Nc2ccc3c(c2)C(=O)N(C)[C@@H]2CC[C@@H](CC(=O)O)O[C@H]2CO3)cc1` is entered as 14, 21, 4, -23, 3, 9, -4, -6

Other results
SMILES	INS-1E GSIS act	LGR2 inh	Cneo AK release	PAX8 reporter	PglD DTNB	C2C12 statin	ARNT TACC3 PPI	PGC1a acetyl inh
CC(C)N(C(=O)Cn1cc(S(=O)(=O)CC(=O)NC2CCCCC2)c2ccccc21)C(C)C	-4	5	/	-3	/	/	-7	/
CCOc1ccc(CNc2nc3ccccc3n2C)cc1	-9	-42	-9	-57	0	1	-16	17
Cn1cnc(C(=O)NC2CCN(C(=O)OC(C)(C)C)CC2)c1C(=O)NC1CCN(C(=O)OC(C)(C)C)CC1	3	-13	-2	-1	6	/	-19	4
C[C@@H]1CCCCO[C@@H](CN(C)Cc2ccc(C(F)(F)F)cc2)[C@@H](C)CN([C@@H](C)CO)C(=O)c2cc(NC(=O)Nc3ccccc3)ccc2O1	-19	4	-1	58	-2	/	-5	4
O=C(OCc1ccc(Cl)cc1)c1cnccn1	/	/	-1	-7	-2	/	-22	7
COc1ccc(-c2n[nH]c(=S)n2Cc2ccccc2)cc1	12	11	0	12	-1	6	0	-20
COc1ccc(/C=N/N2CCN(c3ccccc3)CC2)cc1Br	7	5	-2	-12	-1	-1	-2	33
CCCc1nc2ccccc2c(=O)n1/N=C/c1ccc(O)cc1O	/	/	0	/	6	-2	9	4
COCC(=O)Nc1ccc2c(c1)[C@H]1C[C@@H](CC(=O)N3CCc4ccccc4C3)O[C@@H](CO)[C@H]1O2	0	-5	-1	/	-2	-1	-8	-7
CCC1CCC/C1=N\NC(=O)c1ccoc1C (stereo not given)	3	6	1	-24	2	2	-1	/

Four neighbouring records from above:
SMILES	INS-1E GSIS act	LGR2 inh	Cneo AK release	PAX8 reporter	PglD DTNB	C2C12 statin	ARNT TACC3 PPI	PGC1a acetyl inh
CC(C)N(C(=O)Cn1cc(S(=O)(=O)CC(=O)NC2CCCCC2)c2ccccc21)C(C)C	-4	5	/	-3	/	/	-7	/
CCOc1ccc(CNc2nc3ccccc3n2C)cc1	-9	-42	-9	-57	0	1	-16	17
Cn1cnc(C(=O)NC2CCN(C(=O)OC(C)(C)C)CC2)c1C(=O)NC1CCN(C(=O)OC(C)(C)C)CC1	3	-13	-2	-1	6	/	-19	4
C[C@@H]1CCCCO[C@@H](CN(C)Cc2ccc(C(F)(F)F)cc2)[C@@H](C)CN([C@@H](C)CO)C(=O)c2cc(NC(=O)Nc3ccccc3)ccc2O1	-19	4	-1	58	-2	/	-5	4

Additional compounds.
SMILES	INS-1E GSIS act	LGR2 inh	Cneo AK release	PAX8 reporter	PglD DTNB	C2C12 statin	ARNT TACC3 PPI	PGC1a acetyl inh
O=C(Nc1ccc(O)cc1)c1ccc2c(c1)C(=O)N(Cc1ccccc1)C2=O	4	16	0	7	5	5	3	-4
COc1ccc(C(CNC(=O)c2cccnc2SC)N2CCOCC2)cc1 (stereo not given)	-2	-13	0	/	-6	/	/	3
CCCCN(C(=O)c1ccc(Cl)c(S(=O)(=O)N2CCOCC2)c1)c1c(N)n(CCC)c(=O)[nH]c1=O	0	17	7	2	-1	-5	1	6
Cc1cc(C(=O)NCCc2ccc(Cl)cc2)n(-c2ccccc2)n1	3	-2	2	3	2	8	-2	-15
C[C@@H]1CCCCO[C@H](CN(C)C(=O)Nc2ccc3c(c2)OCO3)[C@H](C)CN([C@@H](C)CO)C(=O)c2cc(N(C)C)ccc2O1	-3	-26	3	4	-3	28	/	4
CCCn1c(=O)c2[nH]c(-c3ccc(OCC(=O)Nc4ccc(C#N)cc4)cc3)nc2n(CCC)c1=O	/	-17	-1	2	-1	-15	-4	1
CC(=O)N(C(C)=O)c1ccc2c(c1)OCCO2	-4	-29	2	7	7	-5	/	-4
CC(=O)N1CC2(C1)[C@H](c1ccc(-c3cccc(F)c3)cc1)[C@@H](CO)N2CC1CC1	-3	-7	/	-4	/	/	/	2
